# aDG glyco act: increases alpha dystroglycan glycosylation | AID 624168 | activation, % at 10 µM | 0.22% of 360,000 active | Pro5-aDG cells, alpha-DG glycosylation AlphaScreen (IIH6); 0% Pro5, 100% B10-LARGE cell signal;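 active means activation of at least 8% versus controls, or a plate z-score of at least 8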;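 further: Pro5 are CHO cells carrying HIG-tagged alpha-DG that lacks glycosylation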
# Vif imaging: blocks HIV Vif function; inhibition, % at 7.49 µM; 0.35% of 340,000 active; AID 602346; HEK293T cells, Vif self-association by quenched fluorescence, imaging, 24 h; in the data active means inhibition above about 50%, passing the limit was not always enough; further: some results filed as inactive read as strong as hits
# NR2E3 ag-1: agonists of human NR2E3 nuclear receptor | inhibition of corepressor binding, % at 3.98 µM | 0.35% of 360,000 active | CHO-S Gal4-NCOR/VP16-NR2E3 two-hybrid, luciferase | AID 602229;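 active means inhibition above the mean of all tested compounds plus 3 SD, cut at about 70% in these data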;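 further: 0% = DMSO with NR2E3 transfected cells and 100% = cells lacking NR2E3 construct; higher means lower luciferase signal from less NR2E3 corepressor binding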
# Target sequence (Q9Y5X4 whole entry, looked up, the tested form may be a part): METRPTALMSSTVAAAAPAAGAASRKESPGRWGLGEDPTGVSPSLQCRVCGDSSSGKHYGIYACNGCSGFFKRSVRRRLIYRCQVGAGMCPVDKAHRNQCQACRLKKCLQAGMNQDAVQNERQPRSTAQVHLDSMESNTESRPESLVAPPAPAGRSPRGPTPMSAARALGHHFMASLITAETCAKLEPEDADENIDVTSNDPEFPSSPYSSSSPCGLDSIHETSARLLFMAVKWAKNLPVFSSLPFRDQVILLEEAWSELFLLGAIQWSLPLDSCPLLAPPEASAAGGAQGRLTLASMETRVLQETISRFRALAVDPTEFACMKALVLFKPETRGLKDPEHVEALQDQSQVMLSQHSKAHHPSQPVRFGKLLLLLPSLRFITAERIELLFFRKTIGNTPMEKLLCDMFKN
# Peg3 promoter: Peg3 promoter activity inhibition | 1.7% of 360,000 active | inhibition, % at 20 µM | AID 588405 | HeLa PEG-Prom luciferase reporter, luminescence, overnight;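 active means inhibition of at least 50% at 20 µM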
# PDI turbidity: blocks human protein disulfide isomerase activity | PDI insulin aggregation turbidity, A650, 90 min | inhibition, % at 10 µM | 0.052% of 350,000 active;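 active means mean inhibition across replicates of 30% or more, whatever share of single replicates reach that level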;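 further: absorbance from insulin aggregation driven by PDI reduction with DTT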
# Target sequence (P07237 whole entry, looked up): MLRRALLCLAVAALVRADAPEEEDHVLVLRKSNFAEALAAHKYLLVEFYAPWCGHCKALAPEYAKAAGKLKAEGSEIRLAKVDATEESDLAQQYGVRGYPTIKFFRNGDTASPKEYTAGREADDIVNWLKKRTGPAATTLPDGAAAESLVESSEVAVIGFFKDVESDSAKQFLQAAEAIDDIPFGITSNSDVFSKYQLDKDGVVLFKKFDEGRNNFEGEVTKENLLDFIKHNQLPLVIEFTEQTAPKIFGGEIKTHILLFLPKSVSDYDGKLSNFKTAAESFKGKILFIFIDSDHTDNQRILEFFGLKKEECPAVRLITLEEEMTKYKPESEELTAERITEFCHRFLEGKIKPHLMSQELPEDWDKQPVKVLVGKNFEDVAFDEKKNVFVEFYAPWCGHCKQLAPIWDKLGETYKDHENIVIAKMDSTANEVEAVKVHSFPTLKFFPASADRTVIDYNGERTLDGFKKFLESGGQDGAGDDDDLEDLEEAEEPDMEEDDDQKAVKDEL
# iPSC survival up: enhancers of human iPSC single-cell survival | hiPSC single-cell survival, ATPlite luminescence; 100% = ROCK inhibitor wells, 0% = DMSO | survival enhancement, % at 20 µM | 0.044% of 360,000 active | AID 602274; in the data active means survival enhancement above about 18%;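 further: cells exposed to compounds for 16 hours before the ATP read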
# NR2E3 ag-2: activates human photoreceptor nuclear receptor NR2E3. GST-NR2E3/biotin-RetCOR TR-FRET, 1536-well. 0.12% of 320,000 active. inhibition of corepressor binding, % at 4.78 µM. AID 2300. Q9Y5X4;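 active means percent inhibition above the cutoff of mean plus 3 SD of all tested compounds, set per screening campaign, cut at about 20% in these data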;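 further: 0% = DMSO wells and 100% = biotin wells as full block of FRET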
#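 System: GST-tagged NR2E3 plus biotinylated RetCOR corepressor; Amount: 1.35 nM GST-tagged NR2E3 final; Dosing: single nominal compound dose of 4.8 µM; Schedule: 5 h incubation at 4 °C; Technique: TR-FRET with europium anti-GST and streptavidin-D2, 340 nm excitation; Controls: biotin wells as high control, 0.6% DMSO wells as low control.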
# TRPM1 prom inh: inhibitors of MITF-driven TRPM1 promoter in melanoma cells. 0.83% of 330,000 active. SK-MEL-5 TRPM1 promoter luciferase, 24 h. AID 488899. inhibition, % at 12.5 µM;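 active means mean inhibition across replicates of 60% or more, whatever share of single replicates reaches that level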; further: values of inactives mirror those of a sister screen read the other way
# CaV13 FRET inh: Disruptors of the CACNA1D IQ motif to Ca2+-dependent inactivation inhibitor domain association, primary screening, Förster resonance energy transfer in intact living …. 0.098% of 340,000 active. HEK cells, CFP/YFP FRET ICDI-IQ, plate reader, 10 min; percent FRET-ratio fall versus neutral wells. inhibition, % at 12.3 µM;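 active means mean replicate inhibition of at least 30% and at least 1% of replicates passing that level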;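 further: 0% = median of the neutral control wells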
# Granule exo inh: blocks lytic granule exocytosis. AID 651702. TALL-104 LAMP-1 surface exposure, flow cytometry; cells stimulated with thapsigargin and PMA. 0.66% of 360,000 active. inhibition, % at 10 µM;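 active means inhibition above about 55%, limit read from the data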
# HIF-2a block: blocks HIF-2a reporter activity; 0.72% of 360,000 active; inhibition, % at 18.8 µM; 786-0 RCC cells HIF-2a reporter, luciferase luminescence, overnight; AID 624352;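 active means inhibition of the luminescence signal of 40% or more relative to plate controls, in a single-dose primary screen at 18.75 µM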
# Active calls of the source: *; nt = no result given.
# Values run as follows: aDG glyco act	Vif imaging	NR2E3 ag-1	Peg3 promoter	PDI turbidity	iPSC survival up	NR2E3 ag-2	TRPM1 prom inh	CaV13 FRET inh	Granule exo inh	HIF-2a block
- O=C(NCc1ccc(OC(F)(F)F)cc1)C1CC2Cn3c(nc4ccccc43)C2N1Cc1ccccc1 (stereo unspecified)
→ 0.2	5	-5	3	-2	-1.5	-1	9	-6	-6	5
- CC1(C)CC2c3cccc(C(=O)O)c3C(=O)N2c2c1ccc1ccccc21 (stereo unspecified)
→ 0.1	2	-2	16	2	1.0	-3	1	-6	2	19
- CC12CC(NC(=O)N1c1cccc(C(=O)N3CCN(c4ccccc4F)CC3)c1)c1ccccc1O2 (stereo unspecified)
→ -0.2	3	4	14	-1	0.0	0	6	-5	5	20
- Cc1ccc(N2CC(NS(=O)(=O)c3cccs3)CC2=O)cc1C (stereo unspecified)
→ -0.2	9	-4	-3	1	1.5	-3	-4	-17	-4	-13
- COc1cc2oc3cc(C#Cc4ccc(N)cc4)ccc3c(=O)c2cc1OC
→ 0.0	0	-33	-40	-6	1.6	4	3	-16	-1	-103
- Cc1ccc(S(=O)(=O)NN2C(=O)c3ccccc3NC2c2ccccc2)cc1 (stereo unspecified)
→ 0.6	2	-4	21	-6	0.7	-6	9	4	1	23
- Cc1cccc(C)c1NC(=O)CSc1nnc(-c2ccco2)n1N
→ -0.1	-2	1	-1	6	-0.1	2	-5	-5	0	0
- CCc1ccccc1NC(=S)N(CCOC)C(C)c1ccco1 (stereo unspecified)
→ 0.1	0	-10	7	6	-0.4	0	2	-2	22	4
- CCCS(=O)(=O)c1nc(S(=O)(=O)c2ccc(C)cc2)c(NCCCN2CCCC2=O)s1
→ -0.4	19	-8	13	-1	-0.3	-1	-11	-2	-10	1
- CCN(CC)C(=O)Cn1cc(S(=O)(=O)CC(=O)NCc2ccccc2)c2ccccc21
→ 0.1	8	7	2	4	-0.2	3	1	-3	0	1
- Cc1cccc(C)c1Nc1nnc(SCC(=O)NC2CCS(=O)(=O)C2)s1 (stereo unspecified)
→ 0.2	-6	-20	-2	13	0.5	4	-1	-15	1	7
- Cc1ccsc1C1C2=C(CC(C)(C)CC2=O)Nc2ncnn21 (stereo unspecified)
→ 0.5	6	-10	-14	-3	-2.8	3	2	-6	4	4
- CC(C)N(C(=O)c1ccc(Cc2cn(C)c3ccccc23)nc1)C(C)C
→ -0.2	-9	-14	8	2	3.6	nt	nt	-5	-3	2
- Cc1ccc([N+](=O)[O-])cc1N=Nc1c(C)[nH]n(C(N)=S)c1=O
→ -0.1	-4	-8	-4	-2	-0.3	2	-19	-2	-3	6
- COC(=O)[C@@]1(C)CC[C@]2(C)CC[C@@]3(C)C(=CC(=O)C4[C@@]5(C)CC[C@H](O)C(C)(C)[C@@H]5CC[C@]43C)[C@H]2C1 (stereo partly specified)
→ 0.2	-1	-44	37	7	-0.7	-4	4	-5	-6	6
- O=C(CCS(=O)(=O)c1ccc(Br)s1)NC1CCCC1
→ -0.2	-6	2	18	8	1.2	1	2	-4	0	3
- NC(=O)CC(NC(=O)c1ccccc1)c1ccc(NCc2ccccc2)c([N+](=O)[O-])c1 (stereo unspecified)
→ -0.1	-1	10	-5	-1	-0.7	4	nt	-6	2	-11
- CC(C)CC1NC(=O)N(CC(=O)Nc2ccc3c(c2)CCC3)C1=O (stereo unspecified)
→ -0.1	-2	1	3	0	-1.1	-1	-3	2	-5	-15
- O=C(CNC(=O)c1cccnc1)N=Nc1c(O)[nH]c2c(Br)cc(Br)cc12
→ -0.1	6	14	1	4	-0.5	5	6	-3	-7	15
- Cc1ccc(-c2nnc(N3CC(C)OC(C)C3)c3ccccc23)cc1 (stereo unspecified)
→ -0.3	-7	-1	8	-8	-0.6	-1	-3	-4	1	18
- O=C(NCc1ccco1)C1CCC(N2C(=O)C3C4CCC(C4)C3C2=O)CC1 (stereo unspecified)
→ 0.1	4	-23	-10	-1	-1.1	7	-2	-3	4	0
- Cc1cc(C(=O)N(C2CCCCC2)C2CCCCC2)no1
→ 0.2	32	11	36	-4	-1.4	2	10	-9	1	12
- Cc1nc(C(=O)NC2CCCCC2)sc1C1(C)CC(c2cccc([N+](=O)[O-])c2)=NO1 (stereo unspecified)
→ -0.2	-6	0	-39	0	-2.8	0	8	-11	16	-11
- CCOc1ccc(S(=O)(=O)Nc2ccc(S(=O)(=O)N3CCCC3)cc2)cc1
→ 0.1	6	-21	21	-3	3.4	3	1	nt	7	-12
- CCN1C(=C(C#N)C#N)C=Cc2ccccc21
→ 0.4	12	4	7	8	0.3	1	-5	-1	0	6
- CCCCn1c(-c2ccccc2)cnc1SCC(=O)NCCc1ccc(OC)c(OC)c1
→ -0.1	-2	-98	-155	10	0.1	3	-42	-5	2	-271
- CCc1nc(N(CC)CC)c2oc3ccccc3c2n1
→ 0.0	-4	0	8	-5	1.2	1	3	-5	9	14
- CCc1ccc(CCC(=O)Nc2ccc(Cl)cc2)o1
→ -0.1	-3	-30	-25	7	0.2	-1	-18	-4	0	-73
- COc1ccc2c(c1)OC(=O)CC2c1cc(OC)c(OC)c(OC)c1 (stereo unspecified)
→ -0.2	176	-26	10	11	2.2	nt	6	-6	1	0
- Cc1nc2ccc(NC(=O)Cc3c(F)cccc3Cl)cc2s1
→ 0.0	-9	-96	-266	10	-0.8	-2	-108	-2	-1	-250

# Pulled one by one from above (three):
# Values run as follows: aDG glyco act	Vif imaging	NR2E3 ag-1	Peg3 promoter	PDI turbidity	iPSC survival up	NR2E3 ag-2	TRPM1 prom inh	CaV13 FRET inh	Granule exo inh	HIF-2a block
- COC(=O)[C@@]1(C)CC[C@]2(C)CC[C@@]3(C)C(=CC(=O)C4[C@@]5(C)CC[C@H](O)C(C)(C)[C@@H]5CC[C@]43C)[C@H]2C1 (stereo partly specified)
→ 0.2	-1	-44	37	7	-0.7	-4	4	-5	-6	6
- Cc1nc2ccc(NC(=O)Cc3c(F)cccc3Cl)cc2s1
→ 0.0	-9	-96	-266	10	-0.8	-2	-108	-2	-1	-250
- Cc1cccc(C)c1NC(=O)CSc1nnc(-c2ccco2)n1N
→ -0.1	-2	1	-1	6	-0.1	2	-5	-5	0	0

# Going on with the list:
# Values run as follows: aDG glyco act	Vif imaging	NR2E3 ag-1	Peg3 promoter	PDI turbidity	iPSC survival up	NR2E3 ag-2	TRPM1 prom inh	CaV13 FRET inh	Granule exo inh	HIF-2a block
- COC(CN(C(=O)CCl)C(C(=O)NC1CCCCC1)c1ccc(C)cc1)OC (stereo unspecified)
→ -0.1	-3	-25	6	19	-2.2	1	4	-3	-1	-30
- O=C(CSc1ccc2nnc(-c3ccc(F)cc3)n2n1)NCC1CCCO1 (stereo unspecified)
→ 0.2	-2	-8	9	-7	-1.5	1	4	nt	1	2
- COc1ccc(CNC(=O)c2cccc(NC(=O)c3ccccc3)c2)cc1
→ -0.2	-6	-12	11	-7	5.2	-1	0	2	3	9
- CCn1c(SCC(=O)Nc2ccc(NC(C)=O)cc2)nc2c1c(=O)n(C)c(=O)n2C
→ 0.0	28	7	16	0	0.5	2	8	-2	-12	13
- Cc1oc2c(cc(NS(=O)(=O)c3ccc(Cl)cc3)c3ccccc32)c1C(=O)O
→ -0.2	0	-6	25	15	0.1	nt	10	nt	3	-2
- Cc1ccc(C)c(C(=O)CN2C(=O)CCC2=O)c1
→ 0.1	-2	-35	3	-1	4.6	-2	6	-4	-3	10
- Cc1ncoc1C(=O)Nc1ncc([N+](=O)[O-])s1
→ 0.1	5	-56	-93	4	-0.8	2	-7	-6	-3	-92
- COc1ccc(S(=O)(=O)Cc2ccc(C(=O)N3CCN(c4ccc(Cl)cc4)CC3)o2)cc1
→ -0.2	0	18	24	-2	-2.2	2	9	2	1	4
- O=C(O/N=C1/CCCc2occc21)c1ccc(F)cc1
→ 0.0	-2	-5	-39	1	-0.3	3	-2	0	-4	-31
- CCOC(=O)C1CCN(C(=O)CCc2ccc(S(=O)(=O)NCC(C)C)cc2)CC1
→ 0.1	-4	-8	14	0	-0.6	2	1	-4	-9	-2
- CN(CCOc1ccc(-c2ccn(S(=O)(=O)c3c(Cl)cccc3Cl)n2)cc1)c1ccccn1
→ -0.5	6	-4	12	9	19*	-5	-1	-5	29	12
- COc1ccccc1NC(=O)NC1CCCCCCC1
→ 0.0	-9	-3	-28	20	-0.4	nt	-5	-10	-18	-65
- O=[N+]([O-])c1ccc(O)c(C=Nc2ccc3c(c2)OCO3)c1
→ -0.1	-6	-80	-71	-5	-0.2	3	-6	-16	4	-88
- Cc1cc2c(c(=O)n1Cc1ccccn1)C(C(C)C)C(C#N)=C(N)O2 (stereo unspecified)
→ -0.2	7	-21	5	-21	-0.7	2	-11	-4	0	17
- COc1ccc(CCNC(=O)C2CCN(C(=O)c3ccc(F)cc3)CC2)cc1
→ 0.1	1	19	10	-7	0.0	5	-2	-5	-7	7
- Cc1ccc(CNC(=O)c2ccc(NC(=O)CCS(=O)(=O)c3cccs3)cc2)cc1
→ 0.0	-4	2	3	6	0.6	-1	7	-3	-2	15
- CCn1cc(C(=O)N[C@@H](CCSC)C(=O)NCCCOC)c(=O)c2cc3c(cc21)OCO3
→ -0.1	9	-20	20	-10	4.3	1	2	-21	2	11
- Cc1ccc(C(=O)N/C(=C\c2ccco2)C(=O)NCc2cccnc2)cc1
→ -0.1	-15	9	15	5	-1.5	1	-2	-6	9	11
- Clc1ccc(-n2nnnc2-c2ccno2)cc1
→ 0.0	-4	5	13	5	0.1	-1	nt	-1	-4	19
- Cc1ccc(NC(=S)N2CCN(S(=O)(=O)c3c(F)cccc3F)CC2)cc1C
→ 0.3	4	-1	8	0	1.6	0	8	13	9	15
- Cn1c(SCC(=O)N2CCc3ccccc3C2)nnc1-c1cccs1
→ 0.0	-2	18	10	-3	-2.4	1	6	-6	0	14
- CC(C)CNc1oc(-c2ccc(F)cc2)nc1C#N
→ 0.0	-2	-42	-59	nt	-0.4	1	nt	5	1	-159
- CCOC(=O)CNC(=O)C1(c2ccccc2)CCCC1
→ 0.0	2	3	7	8	-3.6	1	-4	nt	-4	24
- COc1ccc(NC2=NCC(=O)N2c2ccccc2F)c(OC)c1
→ 0.0	20	14	11	-5	-0.3	-5	-4	-4	1	9
- CN(C)c1nc(Oc2ccc(N)cc2)nc(N(C)C)n1
→ -0.2	2	2	4	-4	2.0	4	14	-6	-1	13
- Cc1ccc(CN(C(=O)c2cc(=O)c3cc(Cl)c(C)cc3o2)C2CCS(=O)(=O)C2)cc1 (stereo unspecified)
→ -0.1	2	-28	34	-1	1.4	0	0	-8	-1	19
- O=S(=O)(c1ccc(F)cc1)N1CCCC(CO)C1 (stereo unspecified)
→ 0.1	1	0	7	-3	-2.4	3	-1	nt	4	3
- O=C1c2ccccc2-c2cccnc21
→ -0.1	-12	-19	19	-11	-0.2	-2	nt	-4	10	18
- COc1cc(CN2CCCC(C(=O)N3CCc4ccccc4C3)C2)cc(OC)c1OC (stereo unspecified)
→ 0.1	-4	-21	8	4	-0.2	4	-4	-3	2	5
- COc1cccc(C2NC(=O)CCC2[N+](=O)[O-])c1OC (stereo unspecified)
→ -0.2	-3	-13	-2	5	-0.5	1	-8	-17	0	14

# Bioassay records: PubChem BioAssay, several laboratories
